FUS yeast rescue: FUS proteinopathy suppression in yeast; S. cerevisiae FUS-expressing, growth rescue, OD600, 24 h; Potency, µM (highest dose often 76.6 µM), for the others: at the highest dose growth rescue (activation), most hits filed as activators; hit rate 0.24% among 390,000;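 further: potency means the concentration at half of the fitted maximal effect; plate controls were DMSO vehicle for no effect and reference control for full effect; nearly all actives have a fitted effect of over 55% in size; some results filed as inactive show a strong effect at the top dose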
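Absorbance at 600 nm, taken 24hr after compound addition, measured rescue of FUS-yeast growth at 30C. Induction used 2% galactose with seeding at OD 0.005. Controls: CP55940 from 92uM final, DMSO only.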
GLP1R inv ag: acts as inverse agonist at human GLP-1 receptor; P43220; HEK293 GLP-1R CRE-luciferase, luminescence, 24 h; GLP-1R form is constitutively active; Potency, µM (top dose mostly 38.3 µM), for inactives: at the top dose activity change, negative = inhibition, hits mostly inhibitors; hit rate 1.6% among 410,000; further: potency means the concentration at half of the fitted maximal effect; on the % scale 0 is the no-effect control and ±100 the full control effect; nearly all actives have a fitted effect of over 55% in size
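HEK293 cells stably co-expressing a cAMP-responsive luciferase reporter and constitutively active GLP-1R were seeded, incubated 12 h, then exposed to compounds for 24 h at 37 C. Luminescence was read 12 min after detection reagent; inverse agonists lower signal.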
Abeta yeast res: restores growth of yeast expressing A-beta42 peptide | yeast expressing A-beta42, growth rescue, OD600, 48 h; response scale: 0% DMSO, 100% iron-clioquinol control | Potency, µM (top dose mostly 46.1 µM), without a hit: at the highest dose growth rescue, actives largely listed as activators | hit rate 0.063% among 410,000 | AID 1347071; further: potency means the concentration at half of the fitted maximal effect; nearly all actives have a fitted effect of over 55% in size
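Yeast A-beta toxicity model in growth medium with pinned compounds, 48 h at 30 C; growth read as absorbance at 600 nm. Normalized to FeCl3/clioquinol equimolar mix (positive) and DMSO (negative).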
GLP-1R agonist: GLP-1 receptor (human) agonism | P43220 | HEK293 GLP-1R CRE-luciferase, luminescence, 4-6 h; cells express a hypersensitive GLP-1R form | Potency, µM (titrated, usually from 45.6 µM), for inactives: at the top dose activation, most hits filed as activators | hit rate 0.007% among 380,000 | AID 624172; further: potency means the concentration at half of the fitted maximal effect; % of control where 0% means no effect
PTHR1 ag: activates the human parathyroid hormone receptor PTHR1; AID 743266; Potency, µM (doses to about 115 µM), for inactives: top-dose activation, actives largely listed as activators; HEK293 GP2 PTHR1 cells, GloSensor cAMP luminescence, 1 h; hit rate 0.075% among 410,000; further: potency means the concentration at half of the fitted maximal effect; nearly all actives have a fitted effect of over 55% in size; some results filed as inactive show a strong effect at the top dose; inactives centre near -15; many of its hits are not listed in these tables
Target sequence (Q03431 whole entry, looked up): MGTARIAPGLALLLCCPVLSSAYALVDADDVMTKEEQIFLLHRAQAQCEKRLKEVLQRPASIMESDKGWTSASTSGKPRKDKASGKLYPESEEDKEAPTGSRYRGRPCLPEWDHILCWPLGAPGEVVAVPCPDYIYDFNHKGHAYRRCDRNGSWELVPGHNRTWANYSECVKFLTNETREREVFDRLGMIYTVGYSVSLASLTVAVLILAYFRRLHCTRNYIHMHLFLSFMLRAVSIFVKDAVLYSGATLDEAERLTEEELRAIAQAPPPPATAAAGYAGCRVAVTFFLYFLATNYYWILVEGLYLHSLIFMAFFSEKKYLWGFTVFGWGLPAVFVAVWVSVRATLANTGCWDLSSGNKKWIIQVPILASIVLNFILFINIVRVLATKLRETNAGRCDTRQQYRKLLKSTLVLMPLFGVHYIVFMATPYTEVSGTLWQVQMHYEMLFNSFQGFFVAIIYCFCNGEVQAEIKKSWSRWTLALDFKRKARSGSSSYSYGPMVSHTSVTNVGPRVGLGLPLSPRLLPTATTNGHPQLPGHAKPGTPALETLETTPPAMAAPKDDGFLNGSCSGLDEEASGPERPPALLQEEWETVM
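HEK-293-derived GP2 cells expressing PTHR1 and a GloSensor cAMP reporter, 3,000/well, plated overnight, given luciferin plus IBMX (each 0.5 mM as added) for 1 h at 37 °C, then compound for 1 h at 37 °C. Luminescence was read after 15 min at room temperature.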
aSyn yeast inh: rescues yeast growth from alpha-synuclein toxicity. Yeast expressing alpha-synuclein, growth rescue, BacTiter-Glo, 24 h. Potency, µM (doses to about 46.1 µM), for inactives: at the highest dose growth rescue (activation), actives largely listed as activators. hit rate 0.14% among 370,000. AID 652106; further: potency means the concentration at half of the fitted maximal effect; % of control where 0% means no effect; nearly all actives have a fitted effect of over 65% in size
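Readout is rescue of growth in alpha-synuclein-expressing yeast, so inhibitors of toxicity appear as activators. Growth after 24 hr at 30 deg C in galactose medium is quantified by luminescence.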
TDP-43 yeast inh: TDP-43 toxicity inhibition in yeast; hit rate 1.8% among 410,000; TDP-43 expressing yeast growth rescue, BacTiter-Glo, 24 h; Potency, µM (top dose mostly 46.1 µM), without a hit: at the top dose growth rescue (activation), most hits filed as activators; further: potency means the concentration at half of the fitted maximal effect; % of control where 0% means no effect; nearly all actives have a fitted effect of over 50% in size
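Growth rescue of TDP-43-toxic yeast measured as ATP luminescence (BacTiter-Glo). Cells grown to mid-log in raffinose, induced in galactose at OD600=0.02, exposed to compound 24 hr at 30 deg C.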
DRD3 antagonist: blocks the human D3 dopamine receptor; P35462; D3R cells, DiscoveRx beta-arrestin luminescence, antagonist mode; stronger effect = lower value; max response, negative = inhibition, %; hit rate 2.5% among 360,000; in the data active means max response below about -50%; inconclusive means no clear call, values can overlap the other calls; further: on the % scale 0 is the no-effect control and ±100 the full control effect; mostly tested at two doses, the higher about 12 µM
Target sequence (P35462 whole entry, looked up): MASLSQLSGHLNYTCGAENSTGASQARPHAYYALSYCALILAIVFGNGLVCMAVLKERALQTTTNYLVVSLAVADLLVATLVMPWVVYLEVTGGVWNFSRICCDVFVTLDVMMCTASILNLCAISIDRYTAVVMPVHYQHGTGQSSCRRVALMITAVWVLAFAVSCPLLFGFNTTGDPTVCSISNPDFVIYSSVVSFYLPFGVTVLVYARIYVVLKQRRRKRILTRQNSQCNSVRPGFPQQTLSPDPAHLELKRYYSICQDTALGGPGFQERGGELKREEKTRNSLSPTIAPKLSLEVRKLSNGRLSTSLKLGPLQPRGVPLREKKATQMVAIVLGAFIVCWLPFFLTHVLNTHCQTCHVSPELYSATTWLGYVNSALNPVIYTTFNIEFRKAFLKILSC
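Cells plated overnight at 1500 cells/well, then exposed to library compounds with dopamine controls for 90 minutes at 37 degrees C. DiscoveRx reagent added for 30–60 minutes at room temperature; luminescence read, quantitative HTS format.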
pAkt inh: blocks phosphorylation of Akt; hit rate 0.32% among 360,000; activity change, % for hits at 50 µM; Neuro2A IGF-stimulated pAkt S473 HTRF, 20 min; stronger effect = lower value; AID 651550; in the data active means activity change below about -80%; inconclusive means mostly about -51% to -80%; further: on the % scale 0 is the no-effect control and ±100 the full control effect
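Single-point screen (50 µM final compound) in Neuro2A cells stimulated 20 min with 6 nM IGF at 37 deg C. After lysis, Ser473-phosphorylated Akt read by HTRF (ex 330 nm, em 615/665 nm) as the 665/615 ratio.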
Starred values were filed as active, the others as inactive; i = inactive; ? = inconclusive; / = not tested or not shown; [ ] = another dose, or the depositor's remark. Unless noted, the call rests on the fitted dose curve; in most records, active means well fitted curve in the direction sought with a large enough effect; inconclusive means small, poorly fitted or top-dose-only effect, or another doubt; inactive means no such curve, though single readings can be large; an effect the other way counts as inactive or inconclusive. A portion of the library (hit frequency here may not be typical).

Values run as follows: FUS yeast rescue | GLP1R inv ag | Abeta yeast res | GLP-1R agonist | PTHR1 ag | aSyn yeast inh | TDP-43 yeast inh | DRD3 antagonist | pAkt inh
CCN(CC)S(=O)(=O)c1ccc(N)cc1
  -6% | 15% | -8% | 0% | i | 1% | 12%[9.22 µM] | 9 | i
O=C(/C=C/c1ccc(F)cc1)Nc1cc(S(=O)(=O)N2CCOCC2)ccc1N1CCCC1
  / | 28% | 4% | -3% | i | -12% | 3% | -8 | i
Nc1nc2nccc(-c3ccccn3)n2n1
  -23% | 8% | -8% | -9% | i | -9% | 9% | 0 | i
O=C(NC(=O)N1CCCCCC1)c1ccccc1
  1% | 21% | -5% | -4% | ? | -8% | -12% | -6 | i
COc1ccc(NC(=O)CCCn2nc(C)c3sc4ccccc4c3c2=O)cc1
  -9% | 21% | 4% | / | -8% | / | 11% | / | /
C/C(=N\Nc1cc(Cl)nc(C)n1)c1ccccc1
  25% | 2% | -2% | 4% | i | 0% | 3% | 17 | i
CC(C)(C)CN1CCC(Oc2cccc(C(=O)N3CCNC(=O)C3(C)C)c2)CC1
  -10% | 8% | -5% | 0% | i | -3% | -33%[inhibitor] | -10 | i
CCc1nnc(NS(=O)(=O)c2ccc(NC(=S)NC(=O)/C=C/c3ccc(C(C)C)cc3)cc2)s1
  17% | 19% | 7% | 22% | i | -12% | -8% | -129* | i
Cc1ccc(NC(=O)CNc2ccc(Cl)c(Cl)c2)cc1S(=O)(=O)N(C)C
  / | ? | 0% | -7% | -36%[inhibitor] | -12% | 3% | 27 | i
Cc1ccc(Sc2cc(C(=O)NCCCN(C)C)c3ccccc3n2)cc1
  9% | ? | 0% | 25% | i | ? | -14% | 27 | i
CCOC(=O)C1C(=O)CC(C)(O)C(C(=O)OCC)C1c1ccc(OCC)cc1 (configuration not stated)
  23% | ? | -5% | -3% | -2%[57.5 µM] | 6% | -18% | -14 | /
CC1(C)CC(=O)C2=C(C1)N(c1ccccc1)C(=O)CC2c1ccc(O)cc1 (configuration not stated)
  / | 0% | 3% | 8% | -9% | -1% | 0% | 0 | i
CN(C)CCn1cnc2c(c1=N)C(c1ccccc1)c1ccc3ccccc3c1O2 (configuration not stated)
  3% | ? | -23% | 3% | i | -11% | -16% | -29 | i
CC(C)C(=O)NNS(=O)(=O)c1ccccc1[N+](=O)[O-]
  -14% | 16% | 10% | -5% | -7% | -6% | -2% | -4 | i
CCOc1ccc2nc(SCC(=O)Nc3ccc4c(c3)OCO4)sc2c1
  / | 19% | 10% | -1% | -26% | -5% | 0% | 0 | i
Cc1ccc(C(=O)N/N=C/c2cccc(OC(=O)/C=C/c3ccco3)c2)cn1
  13% | 22% | -2% | 7% | i | 4% | 14% | -11 | i
COc1ccc(NC(=O)c2cc(C3CCCCN3C(=O)c3ccccc3)on2)c(C)c1 (configuration not stated)
  15% | -14% | 2% | -3% | -19% | 2% | ? | 22 | i
O=C(C[C@H]1CC[C@H]2[C@@H](COC[C@@H](O)CN2Cc2cc(F)ccc2F)O1)NCc1ccc(Cl)cc1
  21% | -21% | 4% | / | -50%[inhibitor] | 7% | 0% | -2 | i
COc1ccc(C(=O)N/C(=C\c2cccc([N+](=O)[O-])c2)C(=O)Nc2cccc(C(=O)O)c2)cc1
  33% | 18% | -4% | 0% | -12% | -2% | -1% | -15 | i
CCCN(CCC)c1ncnc2c1cnn2-c1ccc(OC)cc1
  27% | 10µM* | -34%[inhibitor] | 11% | -33% | -16% | ? | 33 | i
CCCc1cc(-c2nc(N)ncc2-c2csc(C)n2)c(O)cc1OC
  11% | 17% | -23% | 16% | -5% | 1% | 13µM* | -3 | i
Cc1ccccc1NC(=O)COC(=O)CNC(=O)c1sc2ccccc2c1Cl
  26% | 12% | 13% | -1% | -5% | 2% | -4% | -17 | i
COc1ccc(OC)c(/C=N/NC(=O)CCc2n[nH]c(=O)[nH]c2=O)c1
  -13% | 2% | 6% | -2% | 12% | -2% | 2% | -1 | i
O=C1c2cccc(Cl)c2C(=O)N1c1ccccn1
  0% | 5% | -8% | -2% | i | 2% | -26% | 5 | i
COc1cc(N)c(Cl)cc1C(=O)OCC(=O)NCC1CCCO1 (configuration not stated)
  14% | 13% | -2% | 5% | i | -1% | -1% | -14 | i
COC(=O)c1c(NC(=O)CC2Sc3ccc(C(F)(F)F)cc3NC2=O)sc(C)c1C (configuration not stated)
  17% | 2% | 4% | -9% | i | 6% | -9% | 8 | i
CCOC(=O)C/C(C)=N/NC(=O)Nc1ccccc1
  -28% | 5% | 15% | 2% | -35%[inhibitor] | -7% | 6% | -11 | i
C=CCN1C(=O)C(=Cc2ccc3c(c2)CCC3)SC1=S
  -7% | -11% | 0% | 1% | -22% | -3% | 24% | -10 | i
COc1ccc(Cl)cc1NC(=O)CN(C)C(=O)Cn1c(=O)oc2ccccc21
  15% | -25% | -4% | -2% | 2% | -3% | 0% | -8 | i
CN(C(=O)c1cccc(NC(=O)Cc2ccc(NC(=O)C3CCN(C(=O)c4ccccc4)CC3)cc2)c1)C1CC1
  3% | 5% | 1% | 5% | -21% | -2% | 14% | -18 | i
CCc1ccc(NC(=O)CSC2=Nc3ccccc3C3=NC(CC(=O)NC4CCCCC4)C(=O)N23)cc1 (configuration not stated)
  33% | ? | 6% | / | 18% | / | 20% | / | /
CCN=C1NN=C(c2ccc(C)cc2)CS1
  40% | -8% | 2% | 3% | -7%[57.5 µM] | -16% | -10% | -9 | i
COc1ccc(CN2C(=O)C(CC(=O)NC3CCCC3)CC(C(=O)N(C(C)C)C(C)C)=C2C)cc1 (configuration not stated)
  5% | -2% | 4% | -3% | -17% | -9% | 22% | -23 | i
Cn1cc(Br)c(C(=O)n2cc(Br)cn2)n1
  -19% | 8% | 0% | -1% | -1% | 0% | -15% | 7 | i
O=C1c2ccccc2C(=O)N1Cc1nc2ccccc2c(=O)n1Cc1ccco1
  -3% | 0% | -16% | -11% | i | 1% | -1% | 20 | i
CN1C(C(=O)NCC2CC2)CC2Cn3c(nc4ccccc43)C21 (configuration not stated)
  -8% | -5% | -5% | -1% | -25% | -8% | 1% | ? | i
CC(C)(C)c1ccc(CN(Cc2ccco2)c2cnc(S(C)(=O)=O)nc2C(=O)Nc2ccc(F)cc2)cc1
  17% | ? | -22% | / | ? | / | 10% | / | /
CCC(Sc1nc2cc3c(cc2c(=O)n1Cc1ccco1)OCO3)C(=O)Nc1cccc(OC)c1 (configuration not stated)
  ? | 0% | 0% | 1% | 20%[57.5 µM] | -3% | -3% | -10 | i
CC(C)N1CCC1(C)C(=O)Nc1ccccc1OC(F)F (configuration not stated)
  -28% | -64% | -17% | -9% | -29% | -4% | 9% | 5 | i
COc1ccc(S(=O)(=O)N(CC(=O)Nc2ccc(OC)cc2OC)c2ccc(Cl)cc2)cc1
  ? | ? | -1% | -4% | -8% | / | 2% | / | /
CC1CC(NC(=O)c2ncn[nH]2)CC(C)(C)C1 (configuration not stated)
  -22% | 6% | 14% | -3% | i | -12% | -1% | -17 | i
CCc1ccc(NC(=O)CSc2nnc(SCC(=O)Nc3ccc(CC)cc3)n2N)cc1
  5% | -24% | 0% | 1% | i | 4% | 5% | -13 | i
Cc1ccc(OCC(=O)Nc2ccc3oc(=O)ccc3c2)cc1
  8% | 22% | -21% | 13% | -64%[inhibitor] | 6% | -3% | -18 | i
CC(C)=CCC/C(C)=C/CNC(=O)C[C@H]1C[C@H](C(=O)N(C(C)C)C(C)C)[C@@]2(C)c3[nH]c4cc(CCC(=O)N(C)C)ccc4c3CCN2C1=O
  ? | ? | 5% | -4% | -23% | -11% | ? | -6 | i
COc1cc(/C=C/C(=O)OCC(=O)NCc2cccs2)ccc1OCC#N
  10% | -3% | -4% | 6% | i | 0% | 10% | 12 | i
CC(C)(C)SCCNS(=O)(=O)c1ccc(Cl)cc1
  -7% | -19%[7.66 µM] | 4% | 8% | -14% | 14% | 3%[9.22 µM] | 6 | i
Cc1noc(C)c1COc1ccc(C(=O)Nc2cccnc2)cc1
  35% | 11% | -7% | 2% | -9% | -11% | 20% | -20 | i
COCCCC1CCN(Cc2nc(Cc3ccccc3Cl)no2)CC1
  7% | ? | -1% | 18% | i | 2% | -5%[9.22 µM] | 9 | i
Cc1ccc(C(=O)c2oc3ccccc3c2NC(=O)c2cc(-c3ccccc3O)n[nH]2)cc1
  15% | 8% | 4% | 4% | -4% | -24% | ? | -20 | i
COc1ccc(-c2ccc(C(=O)NCCc3ccccc3)c3occc23)c(C)c1
  13% | ? | -13% | -3% | -3% | -12% | 17% | 0 | i

The listing continues.
Values run as follows: FUS yeast rescue | GLP1R inv ag | Abeta yeast res | GLP-1R agonist | PTHR1 ag | aSyn yeast inh | TDP-43 yeast inh | DRD3 antagonist | pAkt inh
Cc1ccc(N(CCC#N)C(=O)COC(=O)c2nc3nc(C)cc(C)n3n2)cc1
  3% | 18% | 1% | -4% | i | -9% | 6% | -2 | i
COc1ccc(CCNS(=O)(=O)c2c(C)[nH]c(C)c2C(=O)N2CCCCC2)cc1OC
  7% | 31%[activator] | -25% | -3% | -23% | -1% | -22% | 9 | i
COc1ccc(CCNC(=O)C2CCCN(c3nc(C)cc(C)n3)C2)cc1 (configuration not stated)
  -3% | -13% | 0% | 4% | i | -1% | -2% | 0 | i
O=C(/C=C/c1ccccc1O)c1ccccc1
  2% | ? | 2% | 5% | -22% | ? | 6% | -17 | i
CCC(=O)N1CCN(c2ccccc2NC(=O)Cc2ccc(Cl)cc2)CC1
  29% | -8% | -9% | 11% | i | 0% | -10% | -74* | i
Cc1cc2oc(=O)cc(CN3CCN(Cc4ccccc4)CC3)c2cc1O
  -8% | -29% | -9% | 4% | i | 1% | 15% | -11 | i

Source: PubChem
